Sm TGR inh = blocks Schistosoma mansoni thioredoxin glutathione reductase; Q962Y6; purified TGR, DTNB reduction, TNB absorbance 405 nm; AID 485364; 3% of 360,000 active; Potency, µM (series often up to 114 µM), for inactives: at the top dose activity change, negative = inhibition, actives largely listed as inhibitors; further: potency means the concentration at half of the fitted maximal effect; nearly all actives have a fitted effect of over 60% in size
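Kinetic colorimetric format: TGR-catalysed, NADPH-driven DTNB reduction monitored via TNB absorbance. Enzyme dispensed at 20 nM; compound exposure 15 min at room temperature before reaction start.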
FBPA Giardia inh = blocks Giardia fructose-bisphosphate aldolase activity; 0.71% of 290,000 active; purified Giardia FBPA; Potency, µM (series often up to 59.6 µM), for the others: at the top dose activity, negative = inhibition, actives largely listed as inhibitors; A8B2U2; AID 2451; further: potency means the concentration at half of the fitted maximal effect; nearly all actives have a fitted effect of over 55% in size
Target sequence (A8B2U2 whole entry, looked up): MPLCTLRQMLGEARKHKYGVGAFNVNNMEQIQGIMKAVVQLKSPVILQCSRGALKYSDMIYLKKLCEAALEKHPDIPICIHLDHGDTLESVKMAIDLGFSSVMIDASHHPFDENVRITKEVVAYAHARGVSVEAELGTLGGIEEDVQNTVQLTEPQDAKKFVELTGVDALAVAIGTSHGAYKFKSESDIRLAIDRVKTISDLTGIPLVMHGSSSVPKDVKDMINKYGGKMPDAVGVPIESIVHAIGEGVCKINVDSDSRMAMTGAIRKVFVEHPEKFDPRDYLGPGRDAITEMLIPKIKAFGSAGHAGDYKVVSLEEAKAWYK
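Giardia FBPA (40 nM reagent) was preincubated 10 min at RT with compound (up to 57.5 uM final), then substrate plus GAPDH/TPI/NAD/arsenate coupling system with diaphorase/resazurin was added; resorufin fluorescence (525/598 nm) was read after 20 min.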
AmpC inh no detg = AmpC beta-lactamase inhibition without detergent; P00811; 0.52% of 330,000 active; AmpC nitrocefin hydrolysis, absorbance 480 nm, 0.0001% Triton; Potency, µM (series often up to 57.1 µM), for inactives: at the highest dose activity change, negative = inhibition, usual class: inhibitors;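 further: potency means the concentration at half of the fitted maximal effect; plate controls were no compound for no effect and no enzyme for full effect; nearly all actives have a fitted effect of over 20% in size; some results filed as inactive show a strong effect at the top dose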
Target sequence (P00811 whole entry, looked up): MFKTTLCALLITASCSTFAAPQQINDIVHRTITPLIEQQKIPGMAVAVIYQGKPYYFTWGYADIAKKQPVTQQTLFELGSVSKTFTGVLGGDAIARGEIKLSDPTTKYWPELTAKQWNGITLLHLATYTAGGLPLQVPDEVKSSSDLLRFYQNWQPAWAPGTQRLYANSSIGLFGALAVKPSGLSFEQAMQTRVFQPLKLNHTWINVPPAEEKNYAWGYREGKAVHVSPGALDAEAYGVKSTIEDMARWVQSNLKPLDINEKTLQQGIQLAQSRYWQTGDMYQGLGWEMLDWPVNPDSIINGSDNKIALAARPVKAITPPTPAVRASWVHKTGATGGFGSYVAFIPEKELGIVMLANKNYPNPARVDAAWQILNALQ
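20 mM phosphate pH 7.0 + 0.01% (detergent screen) or 0.0001% Triton X-100; 5.3 nM AmpC reagent; cpd preinc 15 min RT; nitrocefin (800 uM stock) to start; A480 q20 s × 4 min; Activity was normalised to no-enzyme and no-compound control wells.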
HCMV inh = inhibitors of human cytomegalovirus. activity change, negative = inhibition, % at 57.5 µM. HFF cells, HCMV-luciferase reporter, 72 h; stronger effect = lower value. 4.5% of 410,000 active; in the data active means activity change below about -60%; inconclusive means no clear call, values can overlap the other calls; inactive means above about -39%
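HFF cells seeded 16 h at 37C, treated with compounds, infected with luciferase-reporter HCMV at MOI 1 PFU/cell; luciferase read at 72 h post infection, normalized to buffer-only and Salinomycin controls.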
HCV inhibitor = blocks hepatitis C virus; Huh7.5.1 HCVcc-Cre infection, luciferase reporter, 44 h; AID 651820; 3.4% of 340,000 active; Potency, µM (series often up to 41.8 µM), for inactives: at the top dose activity change, negative = inhibition, actives largely listed as inhibitors; further: potency means the concentration at half of the fitted maximal effect
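Infectious HCV cell culture screen: compound-treated cells (1,000/well, pre-plated 4 h) are infected with HCVcc-Cre at roughly 0.5 moi and grown 44 h. Infection is quantified by luciferase signal after 15 min substrate incubation at room temperature.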
AmpC inh detg = inhibitors of E. coli AmpC beta-lactamase with detergent | P00811 | AmpC hydrolysis of nitrocefin, absorbance 480 nm, 0.01% Triton | Potency, µM (titrated, usually from 114 µM), for the others: at the highest dose activity change, negative = inhibition, hits mostly inhibitors | 0.041% of 370,000 active;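 further: potency means the concentration at half of the fitted maximal effect; 0% = no-compound wells and -100% = no-enzyme wells; nearly all actives have a fitted effect of over 25% in size; some results filed as inactive show a strong effect at the top dose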
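20 mM phosphate pH 7.0 + 0.01% (detergent screen) or 0.0001% Triton X-100; 5.3 nM AmpC reagent; cpd preinc 15 min RT; nitrocefin (800 uM stock) to start; A480 q20 s × 4 min; Activity was normalised to no-enzyme and no-compound control wells.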
The depositor's hits bear a star; u = inconclusive; x = not tested or not shown; & = joins results of further samples; [ ] = remark or other dose. Unless noted, the call rests on the fitted dose curve; in most records, active means well fitted curve in the direction sought with a large enough effect; inconclusive means small, poorly fitted or top-dose-only effect, or another doubt; inactive means no such curve, though single readings can be large; an effect the other way counts as inactive or inconclusive. Unless noted, on the % scale 0 is the no-effect control and ±100 the full control effect.

SMILES | Sm TGR inh | FBPA Giardia inh | AmpC inh no detg | HCMV inh | HCV inhibitor | AmpC inh detg
CCOC(=O)N1CCC(N2CCN(Cc3ccccc3)C(CCO)C2)CC1 (configuration not stated) | 16µM* | 4% | -8% | -16 | 1% | 0%
O=C(CN1CC(=O)Nc2ccccc21)Nc1ccc(F)c(F)c1 | 32µM* | u | -37% | -28 | 1% | 1%
CC(C)(C)OC(=O)C[C@H]1C/C=C\C[C@H](CC(=O)NCCO)C(=O)N[C@@H](c2ccccc2)COC1=O | x | x | 34% | -20 | 1% | x
CN=c1scc(C)n1/N=C/c1cc(Br)c(O)c(OC)c1 | -16% | -9% | -13% | -31 | u | -4%
CCC(=O)Nc1ccc(C(=O)OCC(=O)c2cccs2)cc1 | 11% | 3% | -13% | -37 | 3% | 3%
CCOC(=O)CNC(=O)CSc1nc(-c2ccc(C)cc2)ns1 | -9% | -2% | 22% | 6 | 4% | -3%
Cc1ccccc1N(Cc1cc(=O)[nH]c2ccccc12)C(=O)CCl | 14µM* | -10% | -13% | -101* | x | 1%
CN(CCC1CCOCC1)C(=O)CC1C(=O)NCCN1Cc1ccccc1F (configuration not stated) | 45µM* | -30% | 60%[activator] | 18 | 15% | -6%
COc1ccc(/C=C(\NC(=O)c2ccccc2)C(=O)N/N=C/c2cccnc2)cc1 | 0% | 2% | 25% | 2 | 0% | -9%
CC(C)n1cc(CN2CCN(C)C(CCO)C2)c2ccccc21 (configuration not stated) | -28% | 1% | -13% | 28 | -12% | 2%
Nc1nc(SCc2ccc([N+](=O)[O-])cc2)c2ncn(C3OC(CO)C(O)C3O)c2n1 (configuration not stated) | 6% | -14% | -27% | -37 | 6% | 1%
Cc1cc(=O)c2c(C)ccc(C)c2[nH]1 | 21% | -1% | 0% | u | -2% | -5%
O=C(NNC(=S)NC1CCCCC1)c1ccc2c(c1)OCO2 | -9% | -1% | -29% | 37 | -24% | 3%
N#CCSCC(=O)Nc1ccc(Cl)cc1 | -20% | 2% | -18% | 11 | 9% | u
Cc1cc2nc(-c3ccc(Br)cc3)cc(C(F)(F)F)n2n1 | -10% | x | x | -4 | x | -1%
Cc1ccc(-n2c(C)cc(C(=O)CSc3nnc4ccccn34)c2C)cc1 | -16% | -8% | 0% | -86* | u | -9%
C[C@H](NC(=O)c1ccco1)C(=O)Nc1cc(S(=O)(=O)N2CCCC2)ccc1OCC(F)(F)F | x | x | -23% | 0 | u | x
O=C(NC(=S)Nc1ccccn1)c1cc(-c2ccccc2)nc2ccccc12 | 3% | -13% | 9% | -19 | -4% | -4%
CCN(CC)c1ccc(C(=O)N2CCC(c3ccncc3)CC2)cc1 | -14% | x | x | -34 | x | 1%
COc1ccc(C(=O)COC(=O)c2sc(C)nc2C)cc1Cl | -1% | x | 3% | 0 | u | -5%

Limited to HCV inhibitor and AmpC inh detg (4 entries from above):
molecule	HCV inhibitor	AmpC inh detg
N#CCSCC(=O)Nc1ccc(Cl)cc1	9%	u
Cc1cc2nc(-c3ccc(Br)cc3)cc(C(F)(F)F)n2n1	x	-1%
Cc1ccc(-n2c(C)cc(C(=O)CSc3nnc4ccccn34)c2C)cc1	u	-9%
C[C@H](NC(=O)c1ccco1)C(=O)Nc1cc(S(=O)(=O)N2CCCC2)ccc1OCC(F)(F)F	u	x

The list continues.
SMILES | Sm TGR inh | FBPA Giardia inh | AmpC inh no detg | HCMV inh | HCV inhibitor | AmpC inh detg
CC1(c2ccc(Cl)cc2)NC(=O)N(CC(=O)NCc2ccc(F)cc2)C1=O (configuration not stated) | -13% | -1% | 28% | -29 | 7% | -8%
CC(C)C(C(=O)N1CCN(Cc2ccccc2)CC1)c1ccccc1 (configuration not stated) | -34% | -19% | 68%[activator] | u | 15% | 1%
CC(=O)Nc1ccc(S(=O)(=O)N(C)CC(=O)OC(C)C(=O)N(C)Cc2ccccc2)cc1 (configuration not stated) | 8% | 5% | 24% | u | -10% | 0%
COc1ccc(NC(=O)CSc2nnc(-c3ccccn3)n2-c2ccccc2)cc1OC | -6% | -8% | 29% | 8 | u | -4%
CCC1CCCCN1CCCNC(=O)CCC(=O)N1CC(C)Oc2ccccc21 (configuration not stated) | 11% | 0% | -2% | -2 | 6% | 2%
C/C=C/C(=O)Nc1nnc(C2CCCCC2)s1 | 4% | 0% | 28% | u | 14% | -11%
O=C(c1c(F)c(F)c(F)c(F)c1F)N(Cc1ccccc1)Cc1ccccc1 | -3% | 3% | -20% | 48 | 5% | 3%
O=C(O)/C=C/C(=O)Nc1nccs1 | -15% | -3% | -6% | 2 | 18% | -7%
c1ccc2cc(OCCOCCOc3ccc4ccccc4c3)ccc2c1 | 12% | 1% | -8% | 0 | -14% | 8%
c1ccc(Nc2ncnc3sccc23)cc1 | -1% | -7% | -49% | -61* | -16% | -3%

Brought forward from above: three compounds; new compounds follow.
SMILES | Sm TGR inh | FBPA Giardia inh | AmpC inh no detg | HCMV inh | HCV inhibitor | AmpC inh detg
O=C(O)/C=C/C(=O)Nc1nccs1 | -15% | -3% | -6% | 2 | 18% | -7%
c1ccc2cc(OCCOCCOc3ccc4ccccc4c3)ccc2c1 | 12% | 1% | -8% | 0 | -14% | 8%
c1ccc(Nc2ncnc3sccc23)cc1 | -1% | -7% | -49% | -61* | -16% | -3%
Cc1scc(C(=O)O)c1-c1c(C(=O)O)csc1C | -9% | 7% | -6% | 10 | 32%[activator] | u
COc1cccc(NC(=O)c2c(C)nn(-c3cccc(C)c3)c2-n2cccc2)c1 | 8% | x | x | 0 | x | -1%
CCN1CCSc2ccc(C(=O)NCc3ccccc3Br)cc21 | 5%&-1% | -13% | -43% | 42&-34 | u | -1%&17%
O=C(NCCc1ccco1)c1ccc(OCc2cn3ccccc3n2)cc1 | x | x | -21% | 2 | u | x
Cc1oc(-c2ccc(Cl)cc2)nc1CN1CCCC(C(=O)N2CCOCC2)C1 (configuration not stated) | -31% | 7% | 96%[activator] | -38 | -12% | -9%
Cc1cc(-c2c(C)[nH]n(-c3ccc(Cl)cc3)c2=O)n[nH]1 | 5% | -19% | -34% | -40 | u | 0%
O=C(CNc1cccc2ccccc12)N/N=C/C=C/c1ccco1 | 8% | -4% | -55% | -37 | -30% | 1%
COC(=O)CSc1nnc(-c2ccncc2)o1 | -2% | 3% | -21% | 28 | 11% | -1%
COc1ccc(C(c2nnnn2Cc2ccccc2)N2CCN(c3ccccc3)CC2)cc1 (configuration not stated) | 0% | -4% | -17% | -23 | u | -4%
Cc1ccc(Sc2cc(C)nc(-c3ccccn3)n2)cc1 | 4% | 9% | 62%[activator] | -76* | u | 1%
COc1ccc(-c2coc3cc4oc(=O)cc(C)c4cc23)cc1F | -6% | x | -17% | -63* | u | u
CCOc1ccc(CNC(=O)C2=Cc3cccc(OC)c3OC2)cc1 | -7% | x | x | 38 | x | 9%
CC1=NN(C(=O)c2ccc(Cn3nc(C)c([N+](=O)[O-])c3C)o2)C(O)(C(F)(F)F)C1 (configuration not stated) | -9% | 3% | -55% | u | -22% | u
CCOc1ccc(CCNC(=O)CS(=O)Cc2nc(-c3ccc(C)cc3)oc2C)cc1OCC (configuration not stated) | -24%&-1% | x | 171%[activator] | -2&-19 | 0% | -4%&-5%
O=C(/C=C/c1ccccc1)NCCc1ccc2c(c1)OCCO2 | 0% | 1% | -19% | -3 | -9% | -3%
Cc1ccc(-n2nc3ccc(NC(=O)c4ccc5c(c4)OCO5)cc3n2)cc1 | -31% | -2% | -24% | 69 | -3% | 2%
O=c1[nH]c(=S)[nH]c(O)c1N=Nc1ccc(S(=O)(=O)N2CCc3ccccc32)cc1 | -19% | -7% | -59% | 0 | u | -7%
CC(NC(=O)c1ccccc1Cl)C1CC2CCC1C2 (configuration not stated) | -7% | 5% | -10% | 12 | 6% | -7%
NC(=O)[C@H]1CC2(CC(c3cccc(NC(=O)[C@H]4CCC(=O)N4)c3)=NO2)CN1C(=O)c1ccccc1 (some centres not stated) | 2% | 1% | -6% | 9 | -4% | 0%
COc1ccccc1NC(=O)COc1ccc(/C=N/NS(=O)(=O)c2ccc(C)cc2)cc1 | -28% | 1% | u | -6 | 3% | 3%
N#Cc1ccc(OCC(=O)NCCN2CCOCC2)cc1 | -16% | x | -22% | 22 | 15% | 2%
CCc1ccc(CNC(=O)Cn2c(-c3cccs3)cc3cc(F)ccc32)cc1 | 1% | x | x | -65* | x | 8%
Cn1c(=O)c(C(=O)N2CCc3ccccc32)cc2cccnc21 | -5% | x | -12% | -10 | 12% | -4%
O=C1CCCC(O)=C1N=Nc1c(Cl)cc(Cl)cc1Cl | 0% | -22% | -14% | -22 | -5% | 2%
CCCC(=O)Nc1cccc(-c2cn3cccnc3n2)c1 | -1%&13% | 1% | -21% | 10&41 | 2% | 9%&24%
Cc1ccc(C=NCc2ccncc2)c(O)c1 | 7%[11.4 µM] | -10% | -13% | -12 | -8% | -12%
COc1ccc(N/C(=C/[N+](=O)[O-])SC)cc1 | u | 2% | -17% | -15 | 10% | 2%
COc1cccc(CNC(=O)c2nn(C)c3c2CSc2ccccc2-3)c1 | -9% | x | x | u | x | 26%
CCC(=O)N/C(=N/c1nc(C)cc(C)n1)Nc1ccc(OC)cc1 | -2% | -6% | -16% | u | 21% | -10%
N#Cc1ccc2c(c1)C[C@]1(CCCCN3C(=O)c4ccccc4C3=O)Oc3cc(-c4ccccc4)oc(=O)c3[C@H]2O1 | 5%[22.9 µM] | 14%[12.9 µM] | -35%[11.4 µM] | x | x | -13%[22.9 µM]
COc1ccc(C2CC(=O)c3cnc(NC(=O)c4ccccc4OC)nc3C2)c(OC)c1 (configuration not stated) | -8% | -15% | 56% | 0 | u | -3%
Cc1nn(-c2ccccc2)c2[nH]c(=O)c(CNCC3CCCO3)cc12 (configuration not stated) | -18% | u | -18% | -8 | -14% | u
COc1ccc(OC)c(/C=C/C(=O)OCC(=O)Nc2ccc3c(c2)OCCO3)c1 | 1% | 6% | -26% | 32 | -15% | -14%
Cc1cc(C)nc(N2CCCC(C(=O)NCCc3ccccc3F)C2)n1 (configuration not stated) | 1% | -4% | -14% | 23 | 8% | u
O=C(O)CC(NC(=O)C1CCCCC1)c1ccc(OC2CCCC2)cc1 (configuration not stated) | 4% | 12% | 20% | -7 | 16% | 0%
CCOCCCNC(=O)NC(=O)CN1CCN(S(=O)(=O)c2ccc3c(c2)OCCO3)CC1 | 66%[activator] | 3% | 129%[activator] | -8 | 9% | -6%
O=C(NC(=S)N1CCCCC1)c1csc([N+](=O)[O-])c1 | -16% | 13µM* | -10% | u | -3% | 0%
Cc1cccc2c1cnn2C(=O)Nc1ccccc1Cl | -9% | 0% | -8% | 60 | u | 1%
Cc1cccc(N(CC(N)=O)C2SC(=O)N(c3ccccc3)C2=O)c1 (configuration not stated) | -15% | 0% | u | -18 | -12% | -1%
O=C(C[C@H]1C/C=C\CC[C@H](Cc2ccc(F)cc2)C(=O)OCCNC1=O)NCCO | x | x | -6% | -8 | 16% | x

Source: PubChem BioAssay
